# Source: PubChem BioAssay
# CHO parental Ca: counter-screen: ATP calcium response change in parental CHO cells; inhibition, % at 5.6 µM; AID 463079; parental CHO-K1, ATP-induced calcium, Fluo-8 fluorescence; 330,000 tested, 0.63% active;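 active = inhibition above that plate's mean sample inhibition plus 3 SD, cut at about 26% in these data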;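 note: 0% = ATP-challenged DMSO wells and 100% = DMSO wells without ATP; some compounds past the cut are filed as inactive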
#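 test system = CHO parental line | reagent = ATP stimulus | measured by = intracellular calcium via Fluo-8 no-wash fluorescent dye | control set = ATP and no-ATP DMSO wells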
# M1 PAM: potentiates human M1 receptor response to acetylcholine; CHO-K1 hM1, Fluo-8 calcium fluorescence, ACh EC20; 0% = ACh EC20, 100% = maximal ACh; 360,000 tested, 0.088% active; activation, % at 3 µM; P11229; AID 588819; in the data active = activation above about 19%, passing the limit was not always enough
# OXTR potentiate: human OXTR potentiation; P30559; CHO-OTR cells, Fluo-8 calcium fluorescence, potentiator mode; 0% = oxytocin EC15, 100% = EC100; activation, % at 3 µM; 320,000 tested, 0.061% active; AID 2445;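 active = activation above that plate's cutoff, the mean activation of tested compounds plus 3 SD, cut at about 6.6% in these data, passing the limit was not always enough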;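 note: 100% uses oxytocin at 75 nM as the full agonist control; some results filed as inactive read as strong as hits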
# Target sequence (P30559 whole entry, looked up): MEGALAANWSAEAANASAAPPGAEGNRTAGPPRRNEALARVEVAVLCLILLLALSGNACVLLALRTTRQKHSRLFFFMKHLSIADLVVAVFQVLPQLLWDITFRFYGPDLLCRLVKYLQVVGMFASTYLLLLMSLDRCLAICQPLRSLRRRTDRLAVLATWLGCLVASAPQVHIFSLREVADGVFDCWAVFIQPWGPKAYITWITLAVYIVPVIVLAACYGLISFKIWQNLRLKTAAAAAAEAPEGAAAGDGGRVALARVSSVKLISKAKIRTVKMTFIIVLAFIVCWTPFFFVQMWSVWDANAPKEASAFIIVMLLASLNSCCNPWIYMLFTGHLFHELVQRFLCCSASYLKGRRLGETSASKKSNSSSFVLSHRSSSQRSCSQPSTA
#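 assay system = CHO-OTR cells, human receptor | schedule = compound 6 min at room temperature before oxytocin, 100 s read | detection = Fluo-8 intracellular calcium fluorescence, ex 470-495, em 515-575 nm | evaluation = normalized max/min fluorescence ratio, % activation | control set = EC15 oxytocin alone as 0%, 75 nM oxytocin (EC100) as 100%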
# OXTR ag: activates the human oxytocin receptor. P30559. activation, % at 3 µM. 320,000 tested, 0.32% active. CHO-OTR cells, Fluo-8 calcium fluorescence; normalized: DMSO 0%, oxytocin 100%;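 active = activation above the mean of all tested compounds plus 3 SD, cutoff set per screening run, cut at about 20% in these data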;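 note: peak over basal fluorescence ratio from a 100 s FLIPR kinetic read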
# TAAR1 agonist: human TAAR1 agonism; CHO RD-HGA16 TAAR1, Fluo-8 calcium fluorescence; vehicle wells 0%, saturating PEA agonist 100%; activation, % at 3 µM; 360,000 tested, 0.99% active; AID 624467;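 active = activation above the mean activation of all test compounds in the run plus 3 SD, cut at about 38% in these data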
# Target sequence (Q96RJ0 whole entry, looked up): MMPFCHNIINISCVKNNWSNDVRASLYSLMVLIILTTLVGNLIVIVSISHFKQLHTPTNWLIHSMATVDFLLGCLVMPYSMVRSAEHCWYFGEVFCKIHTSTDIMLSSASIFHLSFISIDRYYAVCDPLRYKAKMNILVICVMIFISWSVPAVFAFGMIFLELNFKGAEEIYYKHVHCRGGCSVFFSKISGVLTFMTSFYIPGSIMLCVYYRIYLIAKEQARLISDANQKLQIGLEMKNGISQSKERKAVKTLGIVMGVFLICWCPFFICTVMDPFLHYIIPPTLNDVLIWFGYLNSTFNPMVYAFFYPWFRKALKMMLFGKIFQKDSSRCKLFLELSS
#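 Test system: RD-HGA16 (CHO) cells co-expressing Gα16 and hTAAR1; dosing: one-point dosing at 3 µM (nominal); timing: 17-24 h seeding, 75 min 37 °C dye, 30 min RT; signal: kinetic Fluo-8 calcium fluorescence; read-out basis: % activation relative to PEA EC100 response; controls: DMSO and PEA EC100; replicates: n 1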
# TAAR1 antag: antagonists of human TAAR1 | CHO RD-HGA16 TAAR1, Fluo-8 calcium fluorescence, antagonist | inhibition, % at 3 µM | 360,000 tested, 1.5% active;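 active = inhibition above a per-plate cutoff, the mean inhibition of test compounds on that plate plus 3 SD, cut at about 49% in these data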;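 note: 0% = DMSO plus EC80 beta-PEA response and 100% = DMSO alone without agonist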
#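 Test system: RD-HGA16 CHO cells with stable hTAAR1 and Gα16 / Probe or stimulus: EC80 β-phenethylamine stimulus / Times: seeding 17-24 h prior, 75-min 37 °C, 30-min RT dye loading / Detection: Fluo-8 calcium-sensitive fluorescence / Read-out basis: % inhibition scaled between DMSO and EC80 PEA controls / Repeats: singlicate, one well per test compound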
# M1 antag: human CHRM1 antagonism. P11229. CHO-K1 hM1, Fluo-8 calcium fluorescence, ACh EC80 antagonist. inhibition, % at 3 µM. 360,000 tested, 1.3% active. AID 588852;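 active = percent inhibition above its own plate's cutoff, namely the mean of that plate's compound wells plus 3 SD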;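 note: peak over basal fluorescence ratio during 140 s after agonist addition; 0% = ACh EC80 plus DMSO and 100% = DMSO alone without agonist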
# M1 ag: agonists of human M1 muscarinic receptor; activation, % at 3 µM; CHO-K1 hM1, Fluo-8 calcium fluorescence, agonist mode; 0% DMSO, 100% acetylcholine EC100; P11229; 360,000 tested, 0.33% active;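 active = activation above the run's mean compound activation plus 3 SD, cut at about 16% in these data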;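 note: peak over basal fluorescence ratio within a 140 s kinetic read after compound addition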
# V1R ag counter: activates human V1a receptor in oxytocin agonist counter-screen | CHO-V1R cells, Fluo-8 calcium fluorescence, agonist mode; 0% DMSO, 100% 3 nM vasopressin | 320,000 tested, 0.25% active | P37288 | AID 2797 | activation, % at 3 µM;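 active = activation above the mean activation of all tested compounds plus 3 SD, per screening run, cut at about 20% in these data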;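 note: signal is peak over basal fluorescence ratio across a 100 second FLIPR read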
# * hit, by the source's call; x = no result given. Compounds were not picked by outcome; 3.7% or so of the library scored in one or more.
SMILES	CHO parental Ca	M1 PAM	OXTR potentiate	OXTR ag	TAAR1 agonist	TAAR1 antag	M1 antag	M1 ag	V1R ag counter
COC(=O)C1CN(Cc2ccccc2)C(=O)C1=O (stereo not drawn)	x	20	x	x	1	-13	-31	2	x
O=C(CN1CCN(Cc2ccccc2)CC1)Nc1cccc(C(F)(F)F)c1	-3	11	-2	0.7	4	8	-10	-4	0.2
CC(C)N1CCN(Cc2ccsc2)CC1CCO (stereo not drawn)	-10	3	-1	0.7	0	-20	-4	-7	0.4
CCOc1ccc(-n2cnnn2)cc1S(=O)(=O)N1CCC(C)CC1C (stereo not drawn)	-4	13	-19	3.0	7	9	-2	-13	1.1
O=C1CN(CC(=O)NC2CCCc3ccccc32)CCN1 (stereo not drawn)	0	3	-5	0.8	10	4	-5	-5	-0.9
Cn1c(CS/C(N)=N/N=C/c2ccccc2)c(Br)c(=O)n1-c1ccccc1	-13	8	-4	-1.4	44*	-14	-5	-11	0.0
COc1ccc(CNC(=O)c2cc(-c3ccncc3)nc3c(C)cc(C)cc23)cc1OC	-19	-8	-3	-0.1	5	45	28	-3	0.2
Cc1cc(S(=O)(=O)Nc2ccc(C(=O)NCC(c3ccccc3)N(C)C)cc2)ccc1F (stereo not drawn)	-10	-8	-5	1.3	6	5	13	-5	10
CC(Sc1n[nH]c(N)n1)C(=O)Nc1ccc(Cl)cn1 (stereo not drawn)	-18	19	-13	-2.6	-1	4	-14	-1	0.2
Cc1ccc([N+](=O)[O-])cc1NC(=S)NC(=O)C(C)(C)C	-18	1	-5	-2.1	0	-8	-5	-6	2.3
COc1ccc(CNCc2cccc(Oc3ccccc3)c2)cc1	-25	-4	-26	7.7	11	3	9	-5	5.9
COc1ccccc1OC(=O)Cc1cccc2ccccc12	-18	9	-3	-2.7	x	x	-13	1	-0.7
N#CC1=C(SCC(=O)Nc2ccccc2)NC(=O)CC1c1ccc(O)cc1 (stereo not drawn)	-7	7	-5	-0.8	0	3	-4	0	3.0
COc1cc(CNC2CCCCC2OC)cc(OC)c1OC (stereo not drawn)	-12	5	-4	0.2	0	9	-7	-8	2.5
Cc1ccc(-c2nc3sc4c(N)ncnc4c3c3c2CCCC3)cc1	-38	3	0	-0.9	3	-15	-4	-7	-0.7
Cc1cccc(NC(=O)CN(C2=NC3CS(=O)(=O)CC3S2)c2ccccc2F)c1 (stereo not drawn)	-4	2	-7	0.4	2	-4	-10	-1	1.5
CC(C(=O)Nc1c2c(cc3c1CCC3)CCC2)N1CCCC1 (stereo not drawn)	-2	-1	-7	-0.7	0	-5	5	-9	0.1
Cc1noc(NS(=O)(=O)c2ccc(NC(=O)CC34CC5CC(CC(Br)(C5)C3)C4)cc2)c1C	-3	8	-7	0.2	1	-12	-2	1	0.9
Cn1c(SCC(=O)c2ccccc2)nnc1-c1ccccn1	-13	0	-12	-0.5	1	-9	3	-4	-1.0
Cc1ccc(-c2nn3cnnc3c3ccccc23)cc1	-27	4	-11	-2.1	0	-12	-6	-6	-0.9
Cc1ccc(S(=O)(=O)NN=CC=CC=NNS(=O)(=O)c2ccc(C)cc2)cc1	x	10	x	x	0	-4	-14	-3	x
Cc1ccc(S(=O)(=O)Nc2ccc(C(=O)NCc3cccnc3)cc2)cc1	x	0	x	x	1	-2	5	0	x
Cc1ccc(-c2nc(CN(C)Cc3ccc4nccnc4c3)c(C)o2)s1	-5	6	-2	-0.6	1	-9	-7	-4	-0.2
CCOC(=O)CNC(=S)N(CCCN1CCN(C)CC1)Cc1cccs1	-5	13	-8	1.0	4	9	0	-1	1.2
Cc1cc(C)cc(OCC(=O)Nc2ccc(N3CCN(C(=O)c4ccco4)CC3)cc2)c1	5	-23	-13	5.9	23	74*	33*	-1	8.7

# Reprinted from the part before: 4 compounds, then new ones.
SMILES	CHO parental Ca	M1 PAM	OXTR potentiate	OXTR ag	TAAR1 agonist	TAAR1 antag	M1 antag	M1 ag	V1R ag counter
Cc1ccc(S(=O)(=O)Nc2ccc(C(=O)NCc3cccnc3)cc2)cc1	x	0	x	x	1	-2	5	0	x
Cc1ccc(-c2nc(CN(C)Cc3ccc4nccnc4c3)c(C)o2)s1	-5	6	-2	-0.6	1	-9	-7	-4	-0.2
CCOC(=O)CNC(=S)N(CCCN1CCN(C)CC1)Cc1cccs1	-5	13	-8	1.0	4	9	0	-1	1.2
Cc1cc(C)cc(OCC(=O)Nc2ccc(N3CCN(C(=O)c4ccco4)CC3)cc2)c1	5	-23	-13	5.9	23	74*	33*	-1	8.7
CCCn1c(Nc2nc3ccccc3n2C)nc2ccccc21	-14	6	-3	-1.7	30	-23	1	-3	-1.9
N#Cc1cc2c(=O)n3ccccc3nc2n(-c2ccccc2Cl)c1=O	3	1	-7	-2.2	0	-8	1	-7	-1.4
COc1ccc(CN(C(=O)c2oc3cc(C)c(C)cc3c2C)C2CCS(=O)(=O)C2)cc1OC (stereo not drawn)	-23	11	3	-0.1	1	-13	-13	0	1.1
O=C(Cn1cc(/C=N/NC(=O)c2cccc3ccccc23)c2ccccc21)Nc1ccc(F)cc1	-6	0	-2	0.8	4	-4	-19	-1	2.1
Cc1ccnc(NC(=O)c2cccc(NS(=O)(=O)c3ccccc3C)c2)c1	x	-4	x	x	10	-14	5	-4	x
CC1=C(C(=O)Nc2cccnc2)C(c2cccnc2)n2ncnc2N1 (stereo not drawn)	-3	10	0	-0.6	2	-11	-9	-7	0.6
Cc1cc[n+](-c2nc3ccccc3nc2[N-]S(=O)(=O)c2ccccc2)cc1	-6	4	-7	-0.8	4	-6	1	3	1.1
CC(=O)c1ccc(-c2nnc(CCC(=O)N3CCCC(C(=O)CC(C)C)C3)o2)s1 (stereo not drawn)	-30	2	-9	-1.5	1	-2	-1	-3	1.9
COC(=O)C1=C(N)N(c2ccccc2F)C2=C(C(=O)CC(C)(C)C2)C1c1ccc(OC)c(OC)c1 (stereo not drawn)	-7	14	-1	-1.3	0	-11	-8	-7	0.2
Cc1ccc(NC(=O)CCc2ccc(S(=O)(=O)N3CCOCC3)cc2)c(Cl)c1	-14	2	3	0.2	19	-13	2	0	0.1
CC(=O)Nc1ccc(Nc2cc(C)nc3c(-c4ccc(Cl)cc4)cnn23)cc1	-12	13	-6	5.2	8	22	-8	-5	2.6
COc1cc(C=O)ccc1Oc1nnnn1-c1ccccc1	-7	7	5	-2.7	-1	-11	-6	-4	-0.1
NNC(=S)Nc1cc(S(=O)(=O)N2CCOCC2)ccc1N1CCOCC1	-14	6	-6	-1.3	6	-22	-2	-2	-0.2
COc1cc(NC(=O)CN2C(=O)NC(CC(C)C)C2=O)cc(OC)c1OC (stereo not drawn)	-8	-7	0	0.3	18	0	11	-1	0.7
CN(C(=O)CN1C(=O)S/C(=C\c2ccccc2)C1=O)C1CCS(=O)(=O)C1 (stereo not drawn)	-7	9	1	1.1	6	-32	-17	-6	0.9
Cc1ccc2c(c1)N(CC(=O)N1CCOCC1)C(=O)C(C)O2 (stereo not drawn)	-11	16	0	0.8	0	-4	-6	3	0.6
COc1cc(/C=N/N=C(N)N)ccc1OCc1ccccc1Cl	8	8	-11	-0.9	11	-40	-1	-10	-0.2
CCOC(=O)CNC(=O)c1ccccc1	-3	17	-2	1.5	3	1	-27	-2	1.2
Cc1ccc(-c2nc(NC(=O)CSc3nnnn3-c3ccccc3)ns2)cc1	-29	1	-14	0.6	5	6	-27	-2	1.2
NC(=O)c1cccc(-c2coc3c(C(=O)NCCc4ccccc4)cccc23)c1	x	-9	x	x	6	64*	10	-1	x
COc1ccc(NC(=O)C(Cc2ccccc2)n2cccc2)cc1 (stereo not drawn)	-18	7	-8	-2.9	2	-30	-15	-4	-1.5
COc1ccc(CN2C(=O)CC(Cc3ccc(C)cc3)C2=O)cc1OC (stereo not drawn)	-6	14	-7	-1.5	2	-8	-8	-6	1.1
CCOc1ccccc1NC(=O)C1CCN(S(=O)(=O)c2c(C)noc2C)CC1	-13	-3	-2	-0.5	9	2	3	-1	0.2
CCCN1CCC(=O)N([C@H](CSc2ccc(C)cc2)c2ccccc2)CC1	-27	-7	-10	0.1	5	-11	7	-11	0.1
O=C(/C=C/c1ccco1)NC(=S)Nc1cccc([N+](=O)[O-])c1	2	9	-14	-0.7	-1	13	-10	-2	-0.8
CCOc1ccc2nc(NC(=O)c3cccnc3)sc2c1	0	3	-8	0.9	1	-9	-3	-4	0.5
OCC1(CCc2ccccc2)CCN(Cc2ccccc2Cl)CC1	-23	-22	0	3.5	4	-11	24	-8	0.0
O=C(CNC(=O)c1ccccc1)N/N=C/C=C/c1ccccc1	0	7	3	0.5	42*	21	-1	-4	1.6
CN1CCSc2ccc(C(=O)NCc3cccc(Br)c3)cc21	1	-2	-4	-0.5	-2	-18	-2	-6	-0.8
COc1ccc(S(=O)(=O)N(C)CC(=O)NC2CC2)cc1	-8	2	3	0.6	0	-8	-2	-4	0.4
Nn1c(Cc2cccc3ccccc23)nnc1SCn1nnc2ccccc2c1=O	-27	1	-8	-1.8	6	-8	-1	-4	-1.2
COc1ccc(CC(=O)Nc2cccc(Cl)c2C)cc1S(=O)(=O)N1CCOCC1	-17	0	0	2.9	2	13	1	-2	2.2
CCOc1ccc(N=C2SCC(=O)N2CC)cc1	-6	7	-11	-0.7	1	-17	-16	-4	-0.3
Cc1cccc(C(=O)NCC2CCCO2)c1 (stereo not drawn)	-8	3	-5	0.2	8	7	-14	-4	0.2
CCN1C(=O)/C(=C/c2ccc(N3CCCC3)cc2)NC1=S	62*	-25	-20	110*	84*	82*	56*	57*	91*
Cc1cc2oc(=O)cc(CN3CCN(c4ccccc4)CC3)c2cc1Cl	x	4	x	x	3	-9	-31	-1	x
CCc1ccc(NC(=O)CSc2nc3ccsc3c(=O)n2CCCCCC(=O)O)cc1	10	9	-5	0.3	5	0	-4	-4	0.1
Cc1ccc(OCCC(=O)OCC(=O)N2c3ccccc3CC2C)cc1 (stereo not drawn)	-12	7	1	-1.8	7	-2	-13	0	0.6
COc1ccc2cc(C(=O)NCC3CCCO3)[nH]c2c1 (stereo not drawn)	-7	4	-7	-0.4	2	-16	-11	-6	0.7
